Compound activity deposited in PubChem BioAssay by Milwaukee Institute for Drug Discovery.
Cy5 interf NS3h: enhances or quenches Cy5 fluorescence in NS3h assay; Cy5-dT15 DNA with NS3h, fluorescence interference; actives lie on both sides; signal over control mean, under 1 quenches; fluorescence interference ratio at 100 µM; 6% of 16,000 active;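 active = compound fluorescence over control fluorescence at most 0.8, a quencher, or at least a set upper limit, an enhancer; inactive = ratio between 0.8 and the set upper limit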
HCV NS3h FP: blocks HCV NS3 helicase binding to DNA; inhibition, % at 100 µM; 1.6% of 16,000 active; NS3h Cy5-dT15 DNA binding, fluorescence polarization;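 active = inhibition above the average over every tested compound plus 3 SD, cut at about 40% in these data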
* hit, by the source's call.

entry | compound | Cy5 interf NS3h | HCV NS3h FP
1 | CCOP(=O)(OCC)/C(=C(\NC(=O)c1ccccc1)C(=O)Nc1ccccc1C(F)(F)F)c1ccccc1 | 0.985 | 7.2
2 | COC(=O)c1cc(NC(=O)c2ccc(I)cc2)cc(C(=O)OC)c1 | 0.928 | 6.5
3 | C=CCNC(=O)CN(c1cc(Cl)cc(Cl)c1)S(C)(=O)=O | 1.22* | 5.3
4 | COc1ccc(OC(=NS(=O)(=O)c2ccccc2)c2ccccc2)cc1 | 1.02 | -7.3
5 | COc1cc(C(=O)NCc2ccncc2)cc(OC)c1OC | 1.08 | -0.3
6 | CCOc1ccccc1NC(=O)c1cc([N+](=O)[O-])ccc1N1CCN(C)CC1 | 0.974 | 2.8
7 | O=C1/C(=C/c2ccc(Br)o2)SC(=S)N1c1ccccc1 | 0.64* | 17.0
8 | CCOc1ccc(NC(=O)c2cccc(-c3ccc(OC(C)=O)cc3)c2)cc1 | 0.863 | 25.1
9 | O=C(COC(=O)c1ccc(N2C(=O)c3ccccc3C2=O)cc1)COC(=O)c1ccc(N2C(=O)c3ccccc3C2=O)cc1 | 0.929 | 3.6
10 | CC(C)Oc1ccc(NC(=O)C23CC4CC(CC(C4)C2)C3)cc1 | 0.939 | 11.5
11 | Cc1cccc(N2CCN(C(=S)c3ccc(N(C)C)cc3)CC2)c1 | 0.979 | 17.6
12 | COc1ccc(S(=O)(=O)Oc2ccc3ccccc3c2)cc1 | 0.998 | 8.0
13 | COc1ccc(N(CC(=O)Nc2ccc3ccccc3c2)S(=O)(=O)c2ccc(C)cc2)c(OC)c1 | 1.06 | 9.9
14 | CCOC(=O)C1CCCN(C2CC(=O)N(c3ccc(C)cc3)C2=O)C1 (stereo not drawn) | 1.25* | 7.2
15 | CCOC(=O)c1c(C)oc2ccc(OCc3ccccc3F)cc12 | 0.945 | 8.5
16 | O=S(=O)(Cc1ccccc1)N1CCN(C/C=C/c2ccccc2)CC1 | 0.983 | -5.0
17 | Oc1ccc(C(=S)N2CCOCC2)cc1 | 1.06 | 8.8
18 | Cc1ccc(COc2cc3oc(=O)c4c(c3cc2Cl)CCC4)cc1 | 1.15 | 0.3
19 | COc1ccc(-c2nn(-c3ccccc3)cc2/C=C/C(=O)c2ccccc2)cc1 | 0.951 | 15.2
20 | COc1ccc(/C=C2/SC(=S)N(c3cccc(C(F)(F)F)c3)C2=O)cc1 | 1 | 4.1
21 | COc1ccc(C2CC(C(F)(F)F)n3nc(C(=O)Nc4c(C)n(C)n(-c5ccccc5)c4=O)c(Cl)c3N2)cc1 (stereo not drawn) | 1.01 | 0.0
22 | O=C(CSc1ncn(-c2ccccc2)n1)c1ccc(Cl)cc1 | 0.975 | 8.8
23 | CN(c1ccccc1)c1ccc(C=C2C(=O)NC(=O)NC2=O)cc1 | 1.06 | 45.9*
24 | O=C(N/N=C\c1cccnc1)c1ccco1 | 0.95 | -1.3

Reformatted field by field: part of the list above.
11) Cc1cccc(N2CCN(C(=S)c3ccc(N(C)C)cc3)CC2)c1
  Cy5 interf NS3h: 0.979
  HCV NS3h FP: 17.6

9) O=C(COC(=O)c1ccc(N2C(=O)c3ccccc3C2=O)cc1)COC(=O)c1ccc(N2C(=O)c3ccccc3C2=O)cc1
  Cy5 interf NS3h: 0.929
  HCV NS3h FP: 3.6

12) COc1ccc(S(=O)(=O)Oc2ccc3ccccc3c2)cc1
  Cy5 interf NS3h: 0.998
  HCV NS3h FP: 8.0

15) CCOC(=O)c1c(C)oc2ccc(OCc3ccccc3F)cc12
  Cy5 interf NS3h: 0.945
  HCV NS3h FP: 8.5

In a second layout: results already given.
14: CCOC(=O)C1CCCN(C2CC(=O)N(c3ccc(C)cc3)C2=O)C1 (stereo not drawn)
  Cy5 interf NS3h = 1.25*
  HCV NS3h FP = 7.2
15: CCOC(=O)c1c(C)oc2ccc(OCc3ccccc3F)cc12
  Cy5 interf NS3h = 0.945
  HCV NS3h FP = 8.5

Next results
entry | compound | Cy5 interf NS3h | HCV NS3h FP
25 | Cc1ccc(C(=O)NN2C(=O)C3C4C=CC(C5CC45)C3C2=O)cc1 (stereo not drawn) | 1.09 | 2.3
26 | CCOC(=O)c1c2c(n(C)c1CNC(C)C)C(=O)C(=O)c1ccc(Br)cc1-2 | 0.933 | -5.2
27 | Cc1ccc(OCC(=O)Nc2ccc(Cl)cn2)c(C)c1 | 1.01 | 14.3
28 | Cc1ccccc1NC1=C(Cl)C(=O)N(c2cccc(C)c2C)C1=O | 0.962 | 15.4
29 | Cc1ccc(S(=O)(=O)NC(=O)OC(c2ccccc2)C(F)(F)F)cc1 (stereo not drawn) | 1.03 | 5.7
30 | COc1ccc(NC(=O)C(=O)NCCCO)cc1Cl | 1.05 | -3.9
31 | COc1cccc(C(=O)N2N=C(c3cccc(Br)c3)CC2(O)C(F)(F)F)c1 (stereo not drawn) | 1 | 8.7
32 | Cn1c(=O)cc(NCCc2ccccc2)[nH]c1=O | 0.98 | -10.2
33 | O=C(Oc1ccccc1C(=S)N1CCOCC1)c1cccc2ccccc12 | 0.949 | 1.3
34 | NC(=O)CSc1nc2ccc(Br)cc2[nH]1 | 0.964 | -14.4
35 | CCOc1ccc(N(CC(=O)Nc2ccccc2Br)S(C)(=O)=O)cc1 | 0.993 | 8.7
36 | CC(CC(=O)Nc1ccccc1)c1ccccc1 (stereo not drawn) | 0.947 | -6.5
37 | C#Cc1cccc(N2C(=O)c3ccc(Oc4cccc([N+](=O)[O-])c4)cc3C2=O)c1 | 0.978 | 17.3
38 | COc1ccc(-n2c(Cc3ccccc3)n[nH]c2=S)c(OC)c1 | 0.932 | 0.3
39 | COc1ccc(C(NC(=O)C(C)C)c2ccc3cccnc3c2O)cc1 (stereo not drawn) | 1.04 | 11.0
40 | Cc1ccc(CSCCNC(=O)CN(c2cccc([N+](=O)[O-])c2)S(=O)(=O)c2ccccc2)cc1 | 1.06 | 20.4
41 | COc1ccc(C2C(=C(O)c3ccccc3)C(=O)C(=O)N2c2cccc(C)n2)cc1 (stereo not drawn) | 0.95 | 5.0
42 | CCCCOC(=O)c1cccc(NC(=O)C(C)Oc2ccc(OC)cc2)c1 (stereo not drawn) | 0.946 | 13.5
43 | Cn1c(-c2cccs2)nc2c3ccccc3c3ccccc3c21 | 1.06 | 9.1
44 | CCOc1ccc2ccccc2c1/C=C(\C#N)C(=O)NCc1ccco1 | 1.07 | 19.4
45 | Cc1ccccc1OCCCN1CCC(C)CC1 | 0.99 | -9.5
46 | O=C1NC(=S)S/C1=C/c1cc(Br)ccc1OCc1ccccc1Cl | 1.02 | 9.9
47 | CCCC1=NN(c2ccc([N+](=O)[O-])cc2)C(=O)/C1=C\c1ccc(F)cc1 | 1.01 | 7.7
48 | COc1ccc(C=NN2CCN(Cc3ccc(C)cc3C)CC2)cc1Br | 0.889 | 20.1
49 | CC(O)CP(=O)(c1ccccc1)c1ccccc1 (stereo not drawn) | 1.06 | -3.9
50 | Cc1ccc(/C=C2\CCC/C(=C\c3ccc(C)o3)C2=O)o1 | 1.02 | 6.4
51 | COc1ccc(C2C(C(=O)c3cccs3)=C(O)C(=O)N2c2nncs2)cc1OC (stereo not drawn) | 0.968 | -0.3
52 | CCCc1cc(=O)n2[nH]c(-c3cccc(F)c3)cc2n1 | 1.09 | 5.5
53 | COc1ccc(OC)c(N(CC(=O)Nc2cccc(Cl)c2)S(=O)(=O)c2ccc(OC)c(OC)c2)c1 | 1.05 | 3.6
54 | O=C(COc1ccccc1)NCc1ccccn1 | 1 | 4.2
55 | N#C/C(=C\c1ccc(Oc2ccc(C(F)(F)F)cc2[N+](=O)[O-])cc1)C(=O)Nc1ccc(F)cc1 | 1.02 | 2.5
56 | COc1ccc(OCC(=O)Nc2ccc(I)cc2C)cc1 | 0.988 | 8.9
57 | Cc1ccccc1C(=O)Nc1cc(C(N)=O)c(Cl)cc1Cl | 1.04 | -6.1
58 | CCOC(=O)CNC(=O)c1cccc(Cl)c1 | 1.08 | -24.4
59 | CC(C)(C)OC(=O)N1N=C(C(F)(F)F)CC1(O)C(C)(C)C (stereo not drawn) | 1.04 | 0.4
60 | COc1ccc(-c2noc(COc3ccccc3)n2)cc1 | 1.03 | 14.4

Marked active in HCV NS3h FP (from the list above):
entry | compound | Cy5 interf NS3h | HCV NS3h FP
23 | CN(c1ccccc1)c1ccc(C=C2C(=O)NC(=O)NC2=O)cc1 | 1.06 | 45.9*

Continued.
entry | compound | Cy5 interf NS3h | HCV NS3h FP
61 | Cc1cc(C)cc(-n2c(C)cc(C=C3SC(=S)NC3=O)c2C)c1 | 0.882 | 0.3
62 | Cc1ccc(CN2CCN(/N=C\c3ccc(C(F)(F)F)cc3)CC2)cc1 | 0.997 | 12.0
63 | Cc1ccc(OCC(=O)NCc2ccco2)c(C)c1 | 0.925 | -9.1
64 | CCCCC/C=C/C(=O)Nc1cccc2ccccc12 | 0.985 | 13.5
65 | O=C(c1cc(Cl)cc(Cl)c1)n1ccnc1 | 1.08 | -3.9
66 | COc1cc(NC(=O)c2ccc(Br)cc2)cc(OC)c1 | 1.04 | 18.4
67 | N/N=C1\NC(=O)C(Cc2cccc([N+](=O)[O-])c2)S1 (stereo not drawn) | 1.06 | 9.9
68 | O=C(Nc1ccc(Cl)c(C(F)(F)F)c1)c1ccc(I)cc1 | 0.935 | 15.2
69 | Cc1ccc(NC(=O)CN(c2ccc(F)cc2)S(=O)(=O)c2ccccc2)cc1C | 0.945 | 12.5
70 | COc1ccc(C2C(C#N)=C(N)SC(N)=C2C#N)c(OC)c1 | 1.13 | 1.2
71 | COc1cc(CN2CCN(Cc3ccc(Cl)cc3)CC2)c([N+](=O)[O-])cc1OC | 1.04 | -16.6
72 | CCN(CC)c1ccc(/C=C2/SC(=S)N(CN3CCCCC3)C2=O)cc1 | 0.942 | 22.8
73 | Cc1ccc(SCC(=O)Nc2ccccc2Br)cc1 | 1 | 5.1
74 | O=S(=O)(Nc1ccc(O)c(Br)c1)c1ccc(F)cc1 | 0.982 | 0.3
